Screening data (PubChem)
ST2 inh – inhibitors of human ST2 (IL1RL1) binding to IL-33, primary screen, biochemical, AlphaLISA. AlphaLISA ST2-Fc/biotin-IL-33 interaction, 1 h. 2.3% of 78,000 active. inhibition, % for hits at 17 µM; in the data active = inhibition above about 30%; inconclusive = mostly about 10% to 28%
Target sequence (Q01638 whole entry, looked up): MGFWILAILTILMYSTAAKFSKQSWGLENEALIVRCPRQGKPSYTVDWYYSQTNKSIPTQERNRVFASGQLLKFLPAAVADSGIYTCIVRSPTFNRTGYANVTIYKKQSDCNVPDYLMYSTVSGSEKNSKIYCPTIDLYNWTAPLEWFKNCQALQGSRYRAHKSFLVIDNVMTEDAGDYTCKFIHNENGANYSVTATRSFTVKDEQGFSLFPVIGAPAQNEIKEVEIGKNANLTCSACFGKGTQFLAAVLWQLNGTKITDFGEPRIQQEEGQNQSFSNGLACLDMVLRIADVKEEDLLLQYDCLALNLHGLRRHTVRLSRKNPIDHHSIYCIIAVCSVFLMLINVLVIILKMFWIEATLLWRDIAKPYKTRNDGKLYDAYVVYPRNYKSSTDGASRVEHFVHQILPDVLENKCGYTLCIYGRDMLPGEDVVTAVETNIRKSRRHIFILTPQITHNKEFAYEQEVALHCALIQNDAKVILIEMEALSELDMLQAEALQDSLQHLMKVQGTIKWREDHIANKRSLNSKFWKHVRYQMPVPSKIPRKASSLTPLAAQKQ
Active calls of the source: *; i = inactive; ? = inconclusive.

SMILES | ST2 inh
CCOc1ccc(NC(=O)Nc2cccc(Cl)c2)cc1 | i
O=C(O)COc1ccc(C(=O)Cc2ccc3c(c2)OCCCO3)c(O)c1 | i
Cc1ccc(OCC(=O)N2CCC(n3cc(-c4ccccn4)nn3)CC2)cc1 | ?
Cc1cc(C)n(CCNC(=O)Cc2c(C)[nH]c3ccccc23)c(=O)n1 | ?
CCN(CC)CCCNc1c2c(c(C#N)c3nc4ccccc4n13)CCC2 | 42.0%*
COc1cc(OC)c(C=Nc2ccc(O)cc2)cc1Br | 51.0%*
Cc1cccc(NC(=O)CC2Sc3ccc(C(F)(F)F)cc3NC2=O)c1C (stereo unspecified) | ?
CN1[C@@H](CCC(=O)NCc2ccc(F)cc2)CNC(=O)[C@@H]2[C@H]1CCN2Cc1ccc(O)cc1 | ?
CC1=C(C#N)C(C)C2=C(CC(C)(C)CC2=O)N1 (stereo unspecified) | i
Cc1oc(-c2cccc(Br)c2)nc1CN1CCC(C(=O)O)CC1 | i
CCOC(=O)C1=C(C)Nc2[nH]c(=O)[nH]c(=O)c2C1c1ccccc1Cl (stereo unspecified) | i
COc1ccc(OC)c(NC(=O)c2ccccc2Br)c1 | i

SMILES | ST2 inh
CC1CCC2C(=O)N(c3ccc(Cl)cc3O)C(=O)C2C1 (stereo unspecified) | i
Cc1ccc(NC(=O)C2CCN(c3ccc(-c4cccs4)nn3)CC2)nc1 | ?
O=C(NCc1ccc2c(c1)OCO2)c1ccc(N2CCCC2=O)cc1 | i
CN(C(=O)CCC(F)(F)F)C1CCCN(CCCc2ccccc2)C1 (stereo unspecified) | i
CN1CCN(Cc2nc(COc3ccccc3)no2)CC1c1ccccc1 (stereo unspecified) | i
COC1CCN(S(=O)(=O)N2CCOC(c3ccc(Cl)cc3)C2)CC1 (stereo unspecified) | i
COc1ccccc1C1C2=C(CCCC2=O)Nc2nc(SC)[nH]c(=O)c21 (stereo unspecified) | i
COC(=O)c1c[nH]n2c(=O)c(Cc3ccc(F)cc3Cl)c(C)nc12 | i
COc1ccc(N2C(N)=C(C#N)C(c3ccc(F)cc3)C3=C2CC(C)(C)CC3=O)c(OC)c1 (stereo unspecified) | ?
O=C(N[C@H]1CCCCNC1=O)c1ccccc1OC1CCN(Cc2ccccn2)CC1 | i
CCc1ncc(C(=O)NC23C[C@H]4C[C@@H](C2)CC(n2nnc(C)n2)(C4)C3)cn1 | i
CC(C)Cc1cc(C(=O)N2CCCN(C(=O)C3CCCO3)CC2)n(C)n1 (stereo unspecified) | i

SMILES | ST2 inh
Cn1nnc2cc(C3CC(=O)Nc4n[nH]c(-c5ccccc5)c43)ccc21 (stereo unspecified) | i
CC(C)N(C)Cc1nnnn1CC(=O)N1CCN(c2cccc(C(F)(F)F)c2)CC1 | i
Cc1oc2ccc(OCC(=O)c3ccccc3)cc2c1C(=O)O | i
COc1ccc(-c2noc([C@@H]3C[C@H](NCc4ccc(NC(C)=O)cc4)CN3C)n2)cc1 | i
COC(=O)c1c(NC(=O)c2c(F)cccc2F)sc2c1CCN(C(C)C)C2 | i
CC1CCCC(C)N1CC(O)COc1ccc(Br)cc1 (stereo unspecified) | i
Cc1noc(C)c1CC(=O)NC1CC(=O)N(Cc2cccc3ccccc23)C1 (stereo unspecified) | ?
CC(C)c1ccccc1NC(=O)CCCCCN1C(=O)c2cccc([N+](=O)[O-])c2C1=O | ?
COc1cccc(-n2cc(CN(C)Cc3ccc(O)c(Cl)c3)cn2)c1 | i
CN(C)C(=O)c1ccc2c(c1)N(CC(N)=O)C(=O)C1CCCCN21 (stereo unspecified) | i
Cc1ccc(N2C(=O)CC(Sc3nc(C)cc(C(F)(F)F)c3C#N)C2=O)cc1 (stereo unspecified) | ?
Cc1ccccc1Cn1c(=N)n(CC(=O)c2ccco2)c2ccccc21 | ?

Given with each value named: part of the list above
COc1cccc(-n2cc(CN(C)Cc3ccc(O)c(Cl)c3)cn2)c1
  ST2 inh = i

CN(C)C(=O)c1ccc2c(c1)N(CC(N)=O)C(=O)C1CCCCN21 (stereo unspecified)
  ST2 inh = i

Cc1ccc(N2C(=O)CC(Sc3nc(C)cc(C(F)(F)F)c3C#N)C2=O)cc1 (stereo unspecified)
  ST2 inh = ?

The results go on.
SMILES | ST2 inh
CCOc1ccc2nc(N=Cc3nc(-c4ccccc4)oc3O)sc2c1 | i
O=C(Nc1cccnc1)c1cccc(S(=O)(=O)N2CCCC2)c1 | i
COC(=O)C[C@@H]1C(C(=O)OC)=CO[C@@H](O[C@@H]2O[C@H](CO)[C@@H](O)[C@H](O)[C@H]2O)/C1=C\COC(=O)/C=C/c1ccccc1 | i
CCOc1ccc(N2C(=O)C3CC(C)=C(C)CC3C2=O)cc1 (stereo unspecified) | i
CC(C)C[C@@H](N)C(=O)N(Cc1nccn1C)C1CC1 | i
O=C(Nc1ccccc1Cl)c1ccccc1Br | i
CC(C)Nc1cc(-c2cc(Cl)c3c(c2)CC(CN)O3)ncn1 (stereo unspecified) | ?
CN(Cc1cc2n(n1)CCCNC2)Cc1noc(-c2ccccc2)n1 | i
COc1ccc(-n2c(CN3CCN(S(=O)(=O)c4ccc(F)c(Cl)c4)CC3)nc3cccnc32)cc1 | i
COC(=O)C1=C(C)Nc2ncnn2C1c1ccc(Br)cc1 (stereo unspecified) | i
COc1ccc(/C=C2\C(=O)Nc3ccc(Br)cc32)cc1O | i
CC12CCCCC1=NC(c1ccc([N+](=O)[O-])cc1)=[N+]2[O-] (stereo unspecified) | i

SMILES | ST2 inh
Cc1ccccc1C(=O)Nc1ccc(-c2ccc([N+](=O)[O-])cc2)cc1 | ?
Cc1ccc(Cl)cc1N1CCN(S(=O)(=O)c2c(C)noc2C)CC1 | i
CNCC(=O)N1CCCC1c1nc2c(C)cccc2[nH]1 (stereo unspecified) | i
Cc1cnc(CNC(=O)c2cnn3c2CCCC3)cn1 | ?
COc1ccc(OC)c(C2C(C(=O)N3CCOCC3)=C(C)Nc3nc4ccccc4n32)c1 (stereo unspecified) | i
Cc1[nH]c2ccccc2c1C=C1C(=O)OC2(CCCCC2)OC1=O | 48.0%*
CN1CCN(C(=O)C2CCN(c3ccc(-c4cccs4)nn3)CC2)CC1 | ?
C/C=C/C(O)C1OC(=O)CC1Nc1ccc(C(=O)O)cc1 (stereo unspecified) | i
Cc1ccc(C2(O)CCN(C(=O)Cc3ccccc3C)CC2)nc1 | i
CN(C)c1nc2ncnc(SCC(=O)Nc3ccc(F)cc3F)c2s1 | i
O=C(O)c1coc(CNC(=O)c2cocc2C(=O)O)c1 | i
c1ccc(CCN2CCCC(Cn3cnnc3)C2)cc1 (stereo unspecified) | i

Arranged by length of the SMILES (ascending): five of the compounds above.
SMILES | ST2 inh
CC1CCCC(C)N1CC(O)COc1ccc(Br)cc1 (stereo unspecified) | i
CN(C)c1nc2ncnc(SCC(=O)Nc3ccc(F)cc3F)c2s1 | i
O=C(NCc1ccc2c(c1)OCO2)c1ccc(N2CCCC2=O)cc1 | i
Cn1nnc2cc(C3CC(=O)Nc4n[nH]c(-c5ccccc5)c43)ccc21 (stereo unspecified) | i
CC(C)c1ccccc1NC(=O)CCCCCN1C(=O)c2cccc([N+](=O)[O-])c2C1=O | ?

Following part
SMILES | ST2 inh
O=C(Cn1c(=O)[nH]c2ccsc2c1=O)NC1CCCCCCC1 | i
CC(C)NC(=O)[C@@H](C)[C@@H]1CC[C@@]2(C)CC[C@H](NC(=O)Cc3ccccc3)[C@@H](C)[C@@H]2[C@H]1O | i
O=S(=O)(c1cccc2nsnc12)N1CCN(c2cccc(Cl)c2)CC1 | i
O=c1c(NS(=O)(=O)Cc2ccccc2)ccc2n1C[C@H]1C[C@@H]2CN(S(=O)(=O)c2ccccc2)C1 | i
CNC(=O)C1CCC(Cn2c(=O)c3sccc3n(CC(=O)NCc3ccccc3)c2=O)CC1 (stereo unspecified) | i
Cc1ccc(N(c2ncnc(N)c2[N+](=O)[O-])C2CCCCC2)cc1 | i
N#CC1=C(N)Oc2n[nH]c(C(F)(F)F)c2C1c1ccccc1F (stereo unspecified) | i
C#CCOc1c(/C=C2\C(=O)ON=C2C)cccc1OC | i
COc1cc(N2CCCC(OCc3ccccn3)C2)ncn1 (stereo unspecified) | ?
OC(C#CC(O)(c1ccccc1)c1ccccc1)c1ccccc1F (stereo unspecified) | i
O=C(c1cnn2ccccc12)N1CC[C@@H](c2ccc3c(c2)OCO3)[C@H](O)C1 | i
CS(=O)(=O)NCCC1CN(Cc2ccnc3ccccc23)CCO1 (stereo unspecified) | i

SMILES | ST2 inh
CC(C)Oc1ccc(CC2CCC(=O)N(C)C2=O)cc1 (stereo unspecified) | i
CC(C)C(NS(=O)(=O)c1cccc(C(=O)O)c1)C(=O)O (stereo unspecified) | i
CCCCc1ncc(-c2nccn2CCc2c(C)n[nH]c2C)[nH]1 | i
CC1CCN(C(=O)C2c3ccccc3C(=O)N3CCc4ccccc4C23)CC1 (stereo unspecified) | i
O=C(NCCC1=CCCCC1)c1ccc2c(c1)N(Cc1ccccc1)C(=O)CS2 | i
CC(=O)Nc1ccc(Cc2ccc(NC(C)=O)c(C)c2)cc1C | i
Cc1ccc(NS(=O)(=O)c2ccccc2[N+](=O)[O-])cc1C | i
Cc1ccc(-n2nc3c(c2NC(=O)c2ccc(C(C)(C)C)cc2)CS(=O)C3)cc1 (stereo unspecified) | i
COc1ccc(CC(=O)Nc2ccccc2[N+](=O)[O-])cc1OC | i
CCn1nc(CNC(=O)CCc2scnc2C)c2ccccc21 | i
CCOc1ccc(NC(=O)c2cc(Cl)cc(Cl)c2)c([N+](=O)[O-])c1 | i
Cn1ncc(N=Cc2ccc([N+](=O)[O-])cc2)c1C(N)=O | ?

SMILES | ST2 inh
CCCCn1c(CN2CCCC(C(=O)N3CCOCC3)C2)cnc1S(=O)(=O)CC (stereo unspecified) | i
Cc1cc(C)cc(-n2cnc3cc(C(=O)NC4CCCC4)ccc32)c1 | i
COC(=O)c1ccc(-c2noc(CN(C)CC3Cc4ccccc4O3)n2)cc1 (stereo unspecified) | i
COCc1noc(CC2CN(c3nccc(C4CCCC4)n3)CCO2)n1 (stereo unspecified) | i
CC(C)CN(CC(C)C)C(=O)c1cc2ccccc2oc1=O | i
CC(C)=CC(=O)N1CC[C@@H](N2CCN(c3ccccc3F)CC2)[C@H](O)C1 | i
Cc1[nH]nc(SCC(=O)NC(C)c2ccccc2)c1[N+](=O)[O-] (stereo unspecified) | i
CC(=O)Cc1nsc(Nc2ccc(Br)cc2)n1 | i
Cc1cc(-c2nccn2CCN2CCN(c3ncccn3)CC2)cc(C)c1O | i
Cc1ccc(C)c(CN2CCC(CNC(=O)c3cccc(=O)[nH]3)C2)c1 (stereo unspecified) | i
O=C(C1CCCCC1)N1CCCc2ccccc21 | ?
Cc1csc2ncc(C(=O)Nc3ccc(F)c(Cl)c3)c(=O)n12 | i

SMILES | ST2 inh
O=C(CSc1nc2c(c(=O)n1-c1ccc(F)cc1)SCC2)Nc1ccccc1 | ?
Cc1cc(C(C)(C)C)ccc1OCCN1CCN(C)CC1 | i
COc1ccc2sc(C(=O)O)c(Br)c2c1 | i
COc1ccc(Cl)cc1NS(=O)(=O)c1ccc(Br)s1 | i
COc1ccc(N2CCN(C(=O)c3sc4ncnc(NC[C@H]5C[C@@H]6C=C[C@H]5C6)c4c3C)CC2)cc1 | ?
Fc1cccc(N2N=C(/C=C/c3cccs3)CC2c2cccs2)c1 (stereo unspecified) | 32.0%*
OCc1cc(-c2cnc3ccccc3c2)ccc1F | i
COc1ccc(C2(CNC(=O)c3ccccc3F)CCCC2)cc1OC | i
COc1cccc(F)c1-c1cnccc1C | i
O=C(Nc1ccc(Cl)cc1)c1cnccn1 | i
CN1C[C@@H](NS(=O)(=O)Cc2ccccc2)C[C@H]1c1nc(-c2ccccc2)no1 | i
Clc1ccc(-c2nnc(-c3cccs3)o2)cc1 | i

SMILES | ST2 inh
CCOc1ccc(OCC)c(S(=O)(=O)N2CCN(c3nc(C)cc(Nc4ccccc4)n3)CC2)c1 | ?
CS(=O)(=O)N(CC(=O)Nc1ccc(F)cc1)c1ccc(Cl)c(Cl)c1 | i
CCC(NC(C)C)C(O)c1ccc(O)c(O)c1 (stereo unspecified) | i
O=c1c2cnn(-c3ccccc3)c2ncn1C/C=C/c1ccccc1 | i
CC(C(=O)N1CCCc2c1c(=O)oc1ccc(O)cc21)N1CCc2ccccc2C1 (stereo unspecified) | i
O=C(Nc1ccc(F)c(Cl)c1)C1CCN(S(=O)(=O)c2cccc3cccnc23)CC1 | i
Cc1nn(C)c(C)c1-c1ccnc(NC(C)c2ccc(F)cc2)n1 (stereo unspecified) | ?
COc1ccc(CCNC(=O)Nc2cccc(Cl)c2)cc1 | i
O=C(O)CCC(=O)Nc1cccc(-c2cn3ccccc3n2)c1 | i
C[C@@H]1C(=O)O[C@H]2[C@H]1CC[C@@]1(C)Cc3sc(Nc4ccc(O)cc4)nc3[C@@H](C)[C@H]21 | i
N#CC1=C(SCc2ccccc2)NC(=O)CC1c1ccccc1Cl (stereo unspecified) | i
COc1ccc2nc(SCc3nc(N)nc(Nc4ccccc4)n3)[nH]c2c1 | i

SMILES | ST2 inh
Cc1ccc(C2N(C)c3ccccc3-c3nc4ccccc4n32)o1 (stereo unspecified) | i
COc1ccc(OCCCOc2ccc([N+](=O)[O-])cc2Cl)cc1 | ?
CCn1cc(C(=O)N2CCCCC2)c2cc(OC)c(OC)cc2c1=O | i
O=C(Nc1ccccc1Oc1ccccc1)N1C[C@@H]2CNC[C@]2(C(=O)O)C1 | i
COc1ccc(-c2cc(C(=O)N3CCOCC3)no2)cc1OC | i
C=CCSc1nnc2c(n1)OC(c1ccncc1)Nc1ccc(Br)cc1-2 (stereo unspecified) | i
O=C(c1ccccn1)N1CCC2(CCCN(Cc3ccccc3F)C2=O)C1 (stereo unspecified) | i
COC(=O)c1cccc(Oc2nc3c(c(=O)n(C)c(=O)n3C)n2C(C)C)c1 | i

This is a subset; rates above refer to the full screens.
